Source: PubChem
POLK inh – inhibitors of human DNA polymerase kappa. Q9UBT6. purified Pol kappa, fluorescent DNA synthesis assay, 10 min. Potency, µM (top dose mostly 107 µM), for inactives: at the highest dose activity, negative = inhibition, usual class: inhibitors. hit rate 0.53% among 400,000. AID 588579; further: potency means the concentration at half of the fitted maximal effect; on the % scale 0 is the no-effect control and ±100 the full control effect
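Fluorescent qHTS in 1536-well format: enzyme (10 nM) and compound sat 15 min at room temperature before 50 nM substrate (final) was added. Signal taken at 0 and 10 min; no-enzyme buffer wells were negative controls.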
APEX1 inh – APE1 (human) endonuclease inhibition; P27695; recombinant APE1, TAMRA/BHQ-2 abasic DNA cleavage fluorescence; Potency, µM (doses to about 65.8 µM), for the others: top-dose activity change, negative = inhibition, actives largely listed as inhibitors; hit rate 0.35% among 350,000;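 further: potency means the concentration at half of the fitted maximal effect; plate controls were vehicle for no effect and reference inhibitor for full effect; nearly all actives have a fitted effect of over 55% in size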
Target sequence (P27695 whole entry, looked up): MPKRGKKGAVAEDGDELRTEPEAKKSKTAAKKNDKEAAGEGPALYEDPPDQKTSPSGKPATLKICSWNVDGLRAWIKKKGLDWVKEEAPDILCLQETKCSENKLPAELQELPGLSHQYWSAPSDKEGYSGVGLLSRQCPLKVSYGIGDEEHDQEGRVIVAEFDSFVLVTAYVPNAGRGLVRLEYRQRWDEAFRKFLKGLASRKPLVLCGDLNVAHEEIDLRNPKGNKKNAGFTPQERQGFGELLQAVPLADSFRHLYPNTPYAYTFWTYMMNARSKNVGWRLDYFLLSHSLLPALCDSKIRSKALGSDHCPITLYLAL
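Substrate: short duplex with […] THF abasic site, 5'-TAMRA and 3'-BHQ-2, 50 nM final. APE1 at 0.75 nM, preincubated 15 min RT with compound. Fluorescence increase from first to third read measured activity.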
LDHA inh – inhibitors of human lactate dehydrogenase A; purified LDHA, NADH/diaphorase-resazurin fluorescence; stronger effect = lower value; activity change, % (values are at about 110 or 230 µM); hit rate 0.15% among 480,000; in the data active means activity change below about -30%; inconclusive means mostly about -25% to -30%;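 further: plate controls were DMSO wells for no effect and wells without enzyme for full effect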
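Human LDH5 at 2 nM final in Tris HCl pH 7.4 with 0.06 mM NADH and 0.2 mM pyruvate, reacted 5 minutes at room temperature. Remaining NADH coupled via diaphorase/resazurin; resorufin fluorescence read at 0 and 20 minutes, normalized to enzyme-free and DMSO wells.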
12-LOX inh – inhibitors of human 12S-lipoxygenase ALOX12. P18054. purified 12hLO, xylenol orange hydroperoxide absorbance. Potency, µM (top dose mostly 108 µM), without a hit: top-dose activity change, negative = inhibition, hits mostly inhibitors. hit rate 1.1% among 580,000. AID 1671190; further: potency means the concentration at half of the fitted maximal effect; on the % scale 0 is the no-effect control and ±100 the full control effect
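Purified human 12hLO (150 nM final) in 25 mM Hepes, 0.01% Triton X-100, pH 7.0 was preincubated 15 min at room temperature with compound. Then 40 uM arachidonic acid was added, 30 min. Hydroperoxide was read by Fe-XO absorbance ratio 573/405 nm.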
Pol eta inh – inhibitors of human DNA polymerase eta; hit rate 1.2% among 390,000; recombinant Pol eta, fluorescent DNA replication assay; Potency, µM (series often up to 114 µM), for inactives: at the top dose activity change, negative = inhibition, hits mostly inhibitors; Q9Y253; further: potency means the concentration at half of the fitted maximal effect; on the % scale 0 is the no-effect control and ±100 the full control effect
Target sequence (Q9Y253 whole entry, looked up): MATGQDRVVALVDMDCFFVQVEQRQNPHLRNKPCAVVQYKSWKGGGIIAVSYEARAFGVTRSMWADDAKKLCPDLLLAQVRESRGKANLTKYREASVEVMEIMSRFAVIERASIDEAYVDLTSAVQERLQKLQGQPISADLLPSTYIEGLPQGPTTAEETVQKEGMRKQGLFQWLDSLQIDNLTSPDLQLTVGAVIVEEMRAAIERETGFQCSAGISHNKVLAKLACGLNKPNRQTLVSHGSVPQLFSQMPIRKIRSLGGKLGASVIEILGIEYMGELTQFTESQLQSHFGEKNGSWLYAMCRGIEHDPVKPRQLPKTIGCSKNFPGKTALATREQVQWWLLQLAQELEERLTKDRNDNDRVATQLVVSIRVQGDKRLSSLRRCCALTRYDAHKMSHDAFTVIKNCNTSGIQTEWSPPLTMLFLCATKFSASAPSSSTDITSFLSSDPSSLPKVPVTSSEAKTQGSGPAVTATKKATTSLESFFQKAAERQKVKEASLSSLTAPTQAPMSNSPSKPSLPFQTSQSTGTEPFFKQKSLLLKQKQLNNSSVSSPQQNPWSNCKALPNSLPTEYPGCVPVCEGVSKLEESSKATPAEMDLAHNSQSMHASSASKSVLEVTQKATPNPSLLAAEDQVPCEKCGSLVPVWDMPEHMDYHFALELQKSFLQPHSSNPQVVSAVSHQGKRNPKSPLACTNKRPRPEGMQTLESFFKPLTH
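Pol eta (10 nM) was preincubated with compounds for 15 min at room temperature, after which fluorescent replication substrate (50 nM final) was added to start the reaction. Fluorescence was read kinetically at 0 and 10 min.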
RGS4 inh – blocks human RGS4-accelerated GTP hydrolysis; P49798; Transcreener GDP fluorescence polarization, RGS4-accelerated GTP hydrolysis; AID 504845; Potency, µM (highest dose often 114 µM), inactives show at the top dose activity change, negative = inhibition, usual class: inhibitors; hit rate 0.039% among 390,000; further: potency means the concentration at half of the fitted maximal effect; on the % scale 0 is the no-effect control and ±100 the full control effect; nearly all actives have a fitted effect of over 75% in size; some results filed as inactive show a strong effect at the top dose
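MLSMR compounds (23 nl, pin-transferred) preincubated 10 min at room temperature with a 500nM (2x) first reagent, then RGS4 at 900nM (2x) plus Transcreener GDP mix added; fluorescence polarization (620/688 nm) read before and after 90 min at 30 °C.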
ERG Ets-DNA blk – ERG Ets/DNA interaction inhibition. P11308. fluorescence polarization, His-ERG Ets domain / labelled DNA. Potency, µM (highest dose often 76.9 µM), inactives show top-dose FP activity, negative = inhibition, actives largely listed as inhibitors. hit rate 0.028% among 370,000; active means well fitted inhibition curve with a large enough effect in the polarisation, with a control signal flat; inconclusive means small, poorly fitted or top-dose-only effect, or effect the other way, or a change in a side signal; inactive means no such curve, though single readings can be large or run the other way; the % refers to the polarisation;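 further: polarization taken with two DNA probes labelled with fluorescein and Texas red; potency means the concentration at half of the fitted maximal effect; % of control where 0% means no effect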
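His-tagged ERG Ets domain (1 uM in the protein solution; 300mM KCl, 50mM Tris-HCl, 1mM EDTA, 1mM DTT, pH 7.5) received compound, then a probe mix of 5 nM fluorescein-DNA and 100nM Texas-615-DNA. Fluorescence polarization was read for both dyes.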
Pol beta inh – blocks human DNA polymerase beta activity | hit rate 1.3% among 340,000 | P06746 | AID 485314 | Potency, µM (doses to about 114 µM), for inactives: at the highest dose activity change, negative = inhibition, hits mostly inhibitors | Pol beta primer extension/strand displacement, fluorescence kinetic; further: potency means the concentration at half of the fitted maximal effect; on the % scale 0 is the no-effect control and ±100 the full control effect
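Pol beta (10 nM) was preincubated with compound for 15 min at room temperature. The reaction was then started with 50 nM substrate and read immediately and after a further 10 min at room temperature.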
Apoferritin bind – binds horse apoferritin like a general anesthetic. P02791. apoferritin/1-aminoanthracene competitive binding, fluorescence. Potency, µM (series often up to 77.5 µM), inactives show top-dose activity change, negative = displacement, most hits filed as inhibitors. hit rate 0.074% among 350,000. AID 485281; further: potency means the concentration at half of the fitted maximal effect; on the % scale 0 is the no-effect control and ±100 the full control effect; nearly all actives have a fitted effect of over 20% in size
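Apoferritin-based anesthetic binding model; compound displacement of fluorescent 1-AMA measured as endpoint fluorescence after 10 minutes at room temperature, scaled to free-ligand and complex controls.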
An asterisk follows results filed as active; u = inconclusive; x = no result given; & = joins results of further samples; [ ] = remark or other dose. Unless noted, the call rests on the fitted dose curve; in most records, active means well fitted curve in the direction sought with a large enough effect; inconclusive means small, poorly fitted or top-dose-only effect, or another doubt; inactive means no such curve, though single readings can be large; an effect the other way counts as inactive or inconclusive.

SMILES | POLK inh | APEX1 inh | LDHA inh | 12-LOX inh | Pol eta inh | RGS4 inh | ERG Ets-DNA blk | Pol beta inh | Apoferritin bind
O=C(NCc1ccncc1)C(=O)NCC(c1ccco1)N1CCN(c2ccccc2)CC1 (centres undefined) | -14% | -6% | 1 | 5% | u | -28%[11.4 µM] | -7% | 1% | -6%
CN(C)c1oc(-c2ccc(Cl)cc2)nc1S(=O)(=O)c1ccccc1 | -2% | 18% | -4 | -31% | -1% | -7% | -4% | 40% | -11%
C=C(C)c1ccc(C(C)(C)NC(=O)N(Cc2ccccc2)Cc2ccco2)cc1 | 4% | 9% | -8 | 13% | -8% | 23% | -2% | 7% | 8%
O=C(Cc1ccc(NC(=O)C2CCCN(C(=O)C3CC3)C2)cc1)Nc1cccc(C(=O)N2CCCC2)c1 (centres undefined) | -7% | x | -8 | 3% | 5% | 6% | 3% | x | x
COC(=O)c1cc2sc(Cl)cc2n1Cc1nc(-c2ccccc2F)oc1C | -8% | x | -3 | -3% | -12% | 25% | -2% | 12% | 7%
COc1ccc(C(=O)NC2CC(C)(C)Cc3c2cnn3-c2ccccc2C)c(OC)c1OC (centres undefined) | -18% | -2% | -5 | 0% | -16% | 4% | 1% | 0% | -13%
CCOC(=O)c1[nH]c2ccc(Br)cc2c1NC(=O)CNC | -3% | -1% | -3 | -28%[57.4 µM] | -2% | -10% | 9% | 8% | -15%
O=c1ccc(-c2ccc(S(=O)(=O)NCc3cccc(Br)c3)s2)n[nH]1 | -5% | -5% | -14 | -20% | -4% | -2%[56.9 µM] | 8% | 5% | 9%
NC(=O)C1=C[C@@H](C2CCCCC2)C[C@@H](OCCCCO)O1 | 16% | 2% | 10 | 0% | -9% | -8% | 2% | 0% | -22%
CC(=O)OCCC(C)C | 0% | 56%&3%[activator] | -12 | 10% | -13% | 12% | 4% | x | x
O=C(CCS(=O)(=O)c1cccs1)Nc1ccc(C(=O)NCc2ccc(F)cc2)cc1 | -3% | 2% | -11 | 50%[activator] | -9% | 13%[11.4 µM] | -5% | 12% | u
CC(C)(C)c1ccc(S(=O)(=O)Nc2ccc3c(c2)COC3=O)cc1 | -1% | 1% | -10 | -22% | -8% | 28% | 9% | 15% | -6%
N#CC1(c2ccccc2)CCC(NCCc2ccccc2)CC1 (centres undefined) | 3% | -4% | -16 | -59% | -23% | -23% | -9% | 3% | -11%
O=C(CN(CCc1ccccc1)S(=O)(=O)c1ccccc1)NCc1ccc(Cl)cc1 | -6% | x | 4 | -14% | -21% | -4% | 0% | -16% | 37%[activator]
O=C(Cn1nc(CNc2ccc(Cl)cc2)[n+]2c1CCCCC2)c1ccc(Cl)cc1 | -1% | 6% | -1 | u | -16% | u | 24% | -1% | u
Cc1c(C(=O)NCc2ccccc2)sc2nc[nH]c(=O)c12 | -11%[60.1 µM] | x | 0 | -21% | -10% | -54% | -5% | -5% | -12%
CCn1nnc(NC(=O)c2ccccc2Br)n1 | -11% | 6% | -9 | -12% | -1% | 16% | -2% | -30% | -2%
Cc1ccccc1CN1CCN(C(=O)c2ccc(F)cc2)CC1 | 9% | -6% | -16 | u | -13% | -7% | -19% | 3% | -6%
CC(=O)c1ccc(S(=O)(=O)Nc2ccc(-c3cn4c(C)csc4n3)cc2)cc1 | -6%[60.1 µM] | x | -2 | 0% | 1% | -20% | -1% | -2% | -9%
CC1CCN(C(=O)CSc2nnc(CNc3ccc(F)cc3)n2Cc2ccco2)CC1 | -7% | 2% | -1 | 31%[activator] | -6% | -4% | -1% | 34%[activator] | -18%
CNC(=O)CS(=O)(=O)CC(=O)Nc1cc(OCCOC)c(Cl)cc1Cl | -1% | -6% | -19 | -7% | -3% | 19% | 2% | -1% | -1%
O=C(COC(=O)/C=C/c1ccc(C(F)(F)F)cc1)NCC1CCCO1 (centres undefined) | u | -14% | -7 | -24% | -11% | 3% | -3% | x | x
CC1=C(C(N)=O)C(c2ccccn2)n2nc(-c3ccccc3Cl)nc2N1 (centres undefined) | 11% | 14% | -7 | 384%[activator] | -10% | 0% | -14% | -2% | 9%
CC1(C)CC(=O)C=C(c2cccc(O)c2)C1=O | 9% | 21% | -2 | -1% | -22% | 7% | -1% | x | x
C=CCN1C(=O)c2ccc(C(=O)NCCc3ccc(OC)c(OC)c3)cc2C1=O | -20% | 9% | 1 | 0% | -4% | 22% | 3% | 89% | -10%
COc1cc(Nc2nc3ccccc3nc2NS(=O)(=O)c2ccc([N+](=O)[O-])cc2)cc(OC)c1OC | -24% | -5% | -2 | 0% | -9% | 1%[11.4 µM] | 10% | 37% | -20%
Cc1ccc(S(=O)(=O)N2CCC[C@H]2C(=O)Nc2ccccc2C)cc1 | 11% | -3% | -9 | -22% | -24% | -7% | -7% | x | x
C#CCOCCOCCOCCNc1nc(N2CCN(C(=O)Cn3cc(CCCN=C(N)N)nn3)CC2)nc(N2CCN(C(=O)[C@H]([C@@H](C)CC)n3cc(CCC(=O)O)nn3)CC2)n1 | 1% | -1% | -1 | u | 3% | 4% | -16% | -1% | -1%
Cc1nc(-c2ccc(C(=O)Nc3cc(S(N)(=O)=O)ccc3C)cc2)cs1 | 4% | 29% | -8 | -29% | -11% | -3% | -2% | -23% | 25%
CC(=O)Nc1sc2c(c1C(c1ccccn1)N1CCN(C)CC1)CCCC2 (centres undefined) | -6% | 2% | -9 | 19% | -16% | -8% | 2% | 1% | -3%
O=C(c1ccc(Cl)c(S(=O)(=O)N2CCCCCC2)c1)N1CCCC1 | -13% | 19% | -1 | 29% | -9% | -35% | 5% | 29% | -7%
O=c1c2cccnc2[nH]c(=S)n1CCC1=CCCCC1 | -9% | -5% | -1 | 4% | 8% | 48% | -17% | 32% | -7%
COc1ccc(C(=O)NC(C)c2ccc(-n3ccnc3)cc2)cc1S(=O)(=O)N1CCOCC1 (centres undefined) | -14% | -5% | 2 | 22% | -1% | 28% | 5% | x | x
COc1ccc(N2C(=O)NC(=O)C2=O)cc1 | -11% | 11% | -3 | u | -9% | 12% | 2% | 6% | -1%
Cc1[nH]c2c(C)cccc2c1CCNC(=O)c1ccc2c(c1[N+](=O)[O-])C(=O)c1ccccc1C2=O | 8% | -1% | 14 | -24% | -12% | -25% | -1% | 16% | -20%
Cc1cccc(CC(=O)NCc2nc3cccnc3n2Cc2ccc(F)cc2)c1 | -6%[60.1 µM] | x | -15 | -3% | 2% | -4% | 1% | 20% | -6%
COC(=O)c1cc(C(=O)OC)cc(N2C(=O)CC(NNC(=O)c3ccc(C)cc3)C2=O)c1 (centres undefined) | -1% | 0% | -1 | -8% | -17% | -51% | -7% | 5% | 7%
CNC(=S)N(Cc1ccc(OC)cc1)C1CC(=O)N(c2ccc(OC)cc2)C1=O (centres undefined) | -19% | 1% | 5 | u | -10% | -6% | -2% | 72% | -2%
COC(=O)c1ccc(N2C(=O)C3C4C=CC(CC4)C3C2=O)cc1 (centres undefined) | -8% | -9% | -4 | 0% | 2% | 6% | 10% | 2% | -21%
COc1ccccc1N1CCN(C(=O)c2cccc(N3C(=O)NC4CC3(C)Oc3c(OC)cccc34)c2)CC1 (centres undefined) | 2% | 33% | -1 | -18% | -15% | -24% | -12% | -23% | u
CCCSC1=C(C#N)C(c2cccs2)C(C(=O)Nc2ccccc2)=C(C)N1 (centres undefined) | -10% | 3% | 6 | 5% | -6% | 13% | 7% | u | 8%
Cc1ccc(C(C)NC(=S)NC2CCCCC2)cc1C (centres undefined) | x | 2% | x | u | x | x | x | 13% | -13%
COCCCn1c(C(=O)NCCC2=CCCCC2)cc2c(=O)n3cccc(C)c3nc21 | -3% | 23% | 1 | 2% | -13% | 4% | 3% | 10% | 4%
Nc1ccc(Oc2ccc3c(c2)OCO3)cc1 | -22% | 1% | -3 | 45%[activator] | -8% | -13% | u | -1% | u
Cc1ccccc1NC(=O)CN1CCC(n2nnc3ccccc32)CC1 | -11% | 1% | -4 | -23% | 7% | 44% | -8% | 7% | -12%
O=C(NCCOc1ccccc1)c1cc([N+](=O)[O-])ccc1N1CCOCC1 | -8% | -8% | -3 | 0% | -16% | -10% | x | x | x
CCN(CC)c1sc(S(=O)(=O)c2ccccc2)nc1S(=O)(=O)c1ccc(C)cc1 | -7% | x | 12&0 | -25%&6% | -10% | -4% | 0% | -3% | -6%
O=C(CCN1CCN(C(c2ccccc2)c2ccccc2)CC1)N/N=C/c1ccc(O)cc1 | -21% | -2% | -4 | u | -18% | -4% | -1% | 25% | -13%
O=S(=O)(Nc1ccccc1N1CCOCC1)c1ccccc1C(F)(F)F | -12% | -5% | 4 | -11% | -19% | -5% | -7% | x | x
CCCCNC(=O)NCC(=O)Nc1ccc(F)c(F)c1 | -7% | -2% | 1 | 0% | -14% | -15%[11.4 µM] | 2% | 4% | -18%

Fetched by compound from the entries so far, two records:
SMILES | POLK inh | APEX1 inh | LDHA inh | 12-LOX inh | Pol eta inh | RGS4 inh | ERG Ets-DNA blk | Pol beta inh | Apoferritin bind
O=S(=O)(Nc1ccccc1N1CCOCC1)c1ccccc1C(F)(F)F | -12% | -5% | 4 | -11% | -19% | -5% | -7% | x | x
CCN(CC)c1sc(S(=O)(=O)c2ccccc2)nc1S(=O)(=O)c1ccc(C)cc1 | -7% | x | 12&0 | -25%&6% | -10% | -4% | 0% | -3% | -6%

Some of the compounds tested; rates above refer to the full screens.
